Screening results: PubChem, National Center for Advancing Translational Sciences (NCATS)
PLK1 PBD inh = blocks phosphopeptide binding to human PLK1 polo-box domain; AID 720504; Plk1 PBD binding of FITC phosphopeptide, fluorescence polarization; hit rate 2.8% among 360,000; Potency, µM, without a hit: max response, negative = inhibition, usual class: inhibitors; P53350; note: potency is the fitted concentration of half-maximal effect; series mostly up to about 57 µM; % is set by controls: 0 for no effect and ±100 for the full control effect; nearly all actives have a fitted effect of over 65% in size
PTHR1 agonist = agonists of human PTHR1 parathyroid hormone receptor. hit rate 0.075% among 410,000. Potency, µM (top dose mostly 115 µM), inactives show at the highest dose activation, most hits filed as activators. HEK293 GP2 PTHR1 cells, GloSensor cAMP luminescence, 1 h; note: potency is the fitted concentration of half-maximal effect; nearly all actives have a fitted effect of over 55% in size; some results filed as inactive show a strong effect at the top dose; inactives centre near -15; many of its hits are not listed in these tables
Target sequence (Q03431 whole entry, looked up): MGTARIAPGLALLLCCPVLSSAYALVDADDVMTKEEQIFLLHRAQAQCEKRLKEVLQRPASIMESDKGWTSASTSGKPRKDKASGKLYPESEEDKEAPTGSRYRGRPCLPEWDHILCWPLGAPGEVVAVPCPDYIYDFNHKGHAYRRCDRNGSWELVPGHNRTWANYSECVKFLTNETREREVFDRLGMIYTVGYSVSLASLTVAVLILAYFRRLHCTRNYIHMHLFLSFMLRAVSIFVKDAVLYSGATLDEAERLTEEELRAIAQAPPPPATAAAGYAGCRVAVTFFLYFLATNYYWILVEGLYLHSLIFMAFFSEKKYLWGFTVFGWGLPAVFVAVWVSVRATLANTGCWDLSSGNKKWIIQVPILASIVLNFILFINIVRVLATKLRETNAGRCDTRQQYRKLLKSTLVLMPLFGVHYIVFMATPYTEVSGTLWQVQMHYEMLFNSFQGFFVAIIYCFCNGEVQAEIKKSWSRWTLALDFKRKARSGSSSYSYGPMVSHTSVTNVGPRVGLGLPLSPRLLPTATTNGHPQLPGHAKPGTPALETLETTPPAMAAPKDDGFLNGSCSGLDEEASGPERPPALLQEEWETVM
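HEK-293-derived GP2 cells expressing PTHR1 and a GloSensor cAMP reporter, 3,000/well, plated overnight, given luciferin plus IBMX (each 0.5 mM as added) for 1 h at 37 °C, then compound for 1 h at 37 °C. Luminescence was read after 15 min at room temperature.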
EPAC1 ag = activates human EPAC1 exchange factor | Potency, µM (titrated, usually from 154 µM), for inactives: top-dose activation, actives largely listed as activators | EPAC1 agonist qHTS, biochemical assay; response scale: 100% = response to 6.5 mM cAMP | O95398 | hit rate 0.073% among 360,000 | AID 720707; note: potency is the fitted concentration of half-maximal effect; nearly all actives have a fitted effect of over 60% in size
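Nucleotide exchange assay: 100 nM EPAC1 with 250 nM Rap1B loaded with BODIPY-GDP and 50 uM GDP, room temperature. Fluorescence (480/540 nm) read every 5 min for 30 min; signal change normalized to 6.5 mM cAMP as full agonist.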
EPAC1 antagonist = EPAC1 (human) antagonism. O95398. EPAC1 GEF assay, Rap1b-BODIPY-GDP exchange fluorescence. Potency, µM (top dose mostly 115 µM), without a hit: at the highest dose activity change, negative = inhibition, usual class: inhibitors. hit rate 0.14% among 360,000. AID 720709;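 note: potency is the fitted concentration of half-maximal effect; plate controls were vehicle for no effect and positive control for full effect; nearly all actives have a fitted effect of over 50% in size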
GLP-1R inv ag = acts as inverse agonist at human GLP-1 receptor | HEK293 GLP-1R CRE-luciferase, luminescence, 24 h; GLP-1R form is constitutively active | Potency, µM (titrated, usually from 38.3 µM), for the others: at the top dose activity change, negative = inhibition, actives largely listed as inhibitors | hit rate 1.6% among 410,000 | AID 624417; note: potency is the fitted concentration of half-maximal effect; % is set by controls: 0 for no effect and ±100 for the full control effect; nearly all actives have a fitted effect of over 55% in size
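HEK293 cells stably co-expressing a cAMP-responsive luciferase reporter and constitutively active GLP-1R were seeded, incubated 12 h, then exposed to compounds for 24 h at 37 C. Luminescence was read 12 min after detection reagent; inverse agonists lower signal.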
HEK293 tox = cytotoxicity counter-screen for GLP-1 receptor inverse agonists. HEK293 cAMP-luciferase reporter cells, luminescence, 24 h. Potency, µM (doses to about 38.3 µM), without a hit: at the top dose activity change, negative = inhibition, usual class: inhibitors. hit rate 0.13% among 410,000. AID 624418;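 note: loss of luciferase light is scored as toxicity; potency is the fitted concentration of half-maximal effect; % is set by controls: 0 for no effect and ±100 for the full control effect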
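A 23 nL compound transfer followed 12 hours of cell culture at 37 deg C; exposure then lasted 24 hr. Luciferase assay detection reagent was dispensed and plates read for luminescence after a 12 min room-temperature wait.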
IL2 activator = activators of IL-2; hit rate 0.065% among 360,000; IL-2 activation reporter assay, cell-based qHTS; stimulated with anti-CD3/CD4/CD28 beads; in transgenic mouse T cells; activation, % (series mostly up to about 46 µM); in the data active = activation above about 50%; inconclusive = mostly about 30% to 49%; note: 0% is about no effect
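First, unstimulated transgenic mouse T cells were exposed to compound for 60 min. Next, anti-CD3/anti-CD4-coated beads with anti-CD28 were added. Finally, after 18 h at 37 degrees C, EGFP and DsRed were imaged.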
PI5P4Ka inh = blocks human PI5P4K alpha kinase activity; P48426; PI5P4Kalpha enzyme, ADP-Glo luminescence, 60 min; hits give low values; max response, %; hit rate 1.2% among 330,000; AID 652105; active = max response of -50% or lower; inconclusive = between -30% and -50%; inactive = -30% or higher; note: value at the top dose of about 77 µM; % is set by controls: 0 for no effect and ±100 for the full control effect
Target sequence (P48426 whole entry, looked up): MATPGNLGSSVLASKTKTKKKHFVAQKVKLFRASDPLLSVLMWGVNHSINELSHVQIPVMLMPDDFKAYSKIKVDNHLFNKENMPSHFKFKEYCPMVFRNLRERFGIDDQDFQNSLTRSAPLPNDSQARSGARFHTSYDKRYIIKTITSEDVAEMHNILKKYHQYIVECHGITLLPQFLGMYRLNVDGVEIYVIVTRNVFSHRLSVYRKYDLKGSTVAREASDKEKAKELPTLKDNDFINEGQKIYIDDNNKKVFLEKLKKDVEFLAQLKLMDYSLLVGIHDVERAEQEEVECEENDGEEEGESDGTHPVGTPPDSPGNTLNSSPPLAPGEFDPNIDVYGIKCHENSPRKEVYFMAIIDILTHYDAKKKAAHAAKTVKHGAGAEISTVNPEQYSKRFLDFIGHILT
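Enzyme plus substrate dispensed, test compounds pinned in, then ATP (5 microM final) added. After 60 min at RT, ADP-Glo reagent 1 for 45 min and reagent 2 for 30 min preceded luminescence imaging.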
GLP1R ag = agonists of human GLP-1 receptor. P43220. Potency, µM (series often up to 45.6 µM), without a hit: at the highest dose activation, actives largely listed as activators. hit rate 0.007% among 380,000. HEK293 GLP-1R CRE-luciferase, luminescence, 4-6 h; cells express a hypersensitive GLP-1R form. AID 624172; note: potency is the fitted concentration of half-maximal effect; % of control where 0% means no effect
Active calls of the source: *; i = inactive; ? = inconclusive; . = not tested or not shown; [ ] = remark or other dose. Unless noted, calls come from the whole dose curve; as a rule, active = well fitted curve in the direction sought with a large enough effect; inconclusive = small, poorly fitted or top-dose-only effect, or another doubt; inactive = no such curve, though single readings can be large; an effect the other way counts as inactive or inconclusive.

SMILES	PLK1 PBD inh	PTHR1 agonist	EPAC1 ag	EPAC1 antagonist	GLP-1R inv ag	HEK293 tox	IL2 activator	PI5P4Ka inh	GLP1R ag
COc1ccc(N2CCN(CCNC(=O)Nc3ccc([N+](=O)[O-])cc3OC)CC2)cc1	-7%	-21%	-4%	7%	?	-14%	1.1	7	7%
CC1(C)CC=C(NNC(=O)c2cccnc2)C(=O)C1	-5%	-3%	9%	-27%	17%	2%	-0.2	1	5%
NC(=S)N/N=C/C=C/c1ccccc1	-16%	i	0%	6%	?	?	-0.9	?	0%
C=CCn1c(SCCN)nnc1-c1cccc(S(=O)(=O)N2CCOCC2)c1	-4%	i	-10%	2%	-1%	-14%	0.8	-7	-2%
O=C(Cc1cccs1)NCc1ccncc1	-9%	1%	8%	-1%	2%	5%	0.5	-8	7%
COc1ccc(OCC(=O)Nc2ccc(Cl)cc2)cc1	-4%	i	3%	-7%	-16%	-7%	0.0	-1	17%
COc1ccc(Cn2c(C)nc3oc4cc(OC)ccc4c(=O)c3c2=O)cc1	-3%	-60%	-2%	6%	5%	-5%	11	?	4%
O=C(Cn1nc(-c2ccccc2)ccc1=O)NCCCN1CCOCC1	4%	i	4%	-6%	3%	-7%	-1.5	-7	-1%
COC(=O)Cn1c(=NC(=O)C(C)C)sc2c(C)cc(C)cc21	1%	-32%[inhibitor]	-6%	5%	-2%	8%	-0.6	4	4%
CN(C)CCCNc1nc2cc(-c3ccsc3)sc2c(=O)n1C	-1%	-26%	1%	-17%	?	0%	0.7	14	-2%
C=CCN(Cc1ccc(Br)s1)C(=O)c1ccc(OCc2c(C)noc2C)cc1	6%	-80%[inhibitor]	-11%	0%	?	6%	1.2	-1	5%
O=C(NCC1CCCO1)C(=O)N/N=C/c1ccccc1C(=O)O (configuration not stated)	27µM*	0%	19%	11%	11%	6%	0.1	-8	0%
COc1ccc(NC(=O)c2oc3ccccc3c2NC(=O)C2CC2)cc1	-6%	i	2%	-1%	0%	8%	0.2	.	1%
COc1ccccc1CNC(=O)CCc1nc2ccccc2c(=O)[nH]1	-4%	i	-1%	2%	5%	5%	-0.6	-8	-12%
O=C(NCC(c1cccnc1)N1CCN(c2ccccc2)CC1)c1ccco1 (configuration not stated)	2%	-23%[57.5 µM]	3%	6%	3%	3%	0.2	.	-1%
Cc1ccc(OC(=O)c2cncc(Br)c2)c(C)c1	-8%	i	4%	-5%	0%	6%	0.1	9	2%
C/C(=N\OC(=O)c1cccc(C(F)(F)F)c1)c1sc(-c2ccccc2)nc1C	-5%	-5%	3%	2%	19%	-6%	-0.4	6	1%
CC(=O)c1ccc(N(CC(=O)NCCc2ccccc2)C(=O)c2csnn2)cc1	-6%	i	-15%	-14%	5%	-7%	-1.4	1	8%
O=[N+]([O-])c1cc(C=Nc2ccc3ccccc3c2)ccc1Br	-10%	-36%[inhibitor]	12%	-5%	-6%	1%	-2.1	6	1%
O=C(C[N+]1(CC#Cc2ccccc2)CCOCC1)c1ccc(Cl)cc1	-3%	-2%	5%	-6%	-30%	5%	-0.2	14	7%
CCCc1nnc(NC(=O)CCC(=O)N2CCN(c3ccccc3)CC2)s1	-4%	-19%	-9%	26%	7%	-12%	-2.5	-6	0%
CCNc1nc(NCC)nc(N/N=C/c2ccc(O)c(OC)c2)n1	2%	-1%	-1%	-1%	4%	2%	0.5	-3	16%
CCOC(=O)N1CCN(CC(=O)Nc2cc(OC)c(OC)cc2C#N)CC1	1%	-18%	-6%	-11%	10%	-5%	-3.1	6	1%
Cc1nc(-c2ccc(F)cc2)c(CC(=O)N(C)CC(=O)Nc2ccccc2Br)s1	-2%	-8%	1%	-13%	-2%	-2%	-0.9	-1	-4%
CCN(CC(=O)Nc1ccc(OC)cc1)C(=O)c1ccc(Cl)c(S(=O)(=O)N2CCCC2)c1	-7%	22%	-2%	-11%	0%	13%	-0.3	1	8%
Cc1cc(C)n2nc(SCC(=O)NC3CCCC(C)C3C)nc2n1 (configuration not stated)	-11%	i	1%	-18%	20%	-2%	-1.7	4	-2%
CCOC(=O)C1CCCN(S(=O)(=O)c2cc(OCC(=O)NC3CCCCC3)c(C)cc2Cl)C1 (configuration not stated)	-6%	-18%[57.5 µM]	14%	-5%	0%	3%	-2.5	1	3%
Cc1ccccc1NS(=O)(=O)c1cc(C(=O)N2CCc3ccccc3C2)ccc1C	1%	-21%	-1%	-5%	-29%	-14%	0.8	-2	4%
Cc1nc(Cl)sc1C(=O)Nc1cccc(C(F)(F)F)c1	-19%	i	13%	14%	-20%	9%	-0.5	-5	14%
COC(=O)CC(NC(=O)C1CC1)c1ccc2c(c1)OCO2 (configuration not stated)	-15%	i	5%	-10%	8%	5%	-1.3	-1	-1%

Some values from the results shown.
O=C(C[N+]1(CC#Cc2ccccc2)CCOCC1)c1ccc(Cl)cc1 in EPAC1 antagonist has -6%
COC(=O)CC(NC(=O)C1CC1)c1ccc2c(c1)OCO2 (configuration not stated) in GLP1R ag has -1%

Continued:
SMILES	PLK1 PBD inh	PTHR1 agonist	EPAC1 ag	EPAC1 antagonist	GLP-1R inv ag	HEK293 tox	IL2 activator	PI5P4Ka inh	GLP1R ag
C=C(C)C(=O)OC1(C(F)(F)F)Oc2cc(C)ccc2NC1=O (configuration not stated)	?	-13%	-9%	3%	?	?	-2.8	-2	-27%
COc1nc(-c2ccc(Cl)cc2)nnc1C	2%	i	-1%	-10%	-3%	2%	-1.9	-1	13%
COc1ccc2[nH]c(C)c(CCNC(=S)Nc3ccccc3C)c2c1	-15%	-4%	-14%	9%	?	-16%	-1.0	-2	2%
COC(=O)c1sc(=S)n(-c2ccccc2OC)c1N	-2%	i	3%	-2%	4%	7%	0.0	5	-11%
CCc1c(O)nc(SCc2nc3ccccc3c(=O)[nH]2)[nH]c1=O	-10%	-10%	2%	6%	25%	28%	0.6	-27	1%
CCOC(=O)c1nc(C)sc1-c1ccnn1S(=O)(=O)c1ccc(C)cc1	-17%	-61%[inhibitor]	7%	?	47%[activator]	5%	-3.6	-2	24%
COc1ccccc1CCc1nnc(CCC(=O)NC(C)Cc2cccnc2)o1 (configuration not stated)	-2%	-8%	4%	-20%	13%	8%	1.7	-5	-4%
Cc1cc(C)c(C)c(S(=O)(=O)N2CCN(C(=S)NCC3CCCO3)CC2)c1C (configuration not stated)	-5%	-8%	5%	?	?	-3%	0.2	15	15%
Cc1no[n+]([O-])c1COc1cccc(/C=C2\N=C(c3ccccc3)OC2=O)c1	-4%	-18%	6%	-1%	-16%	-11%	1.2	-5	0%
CCOc1cc(NC(=O)c2cccs2)c(OCC)cc1NC(=O)CCC(=O)NCC1CCCO1 (configuration not stated)	3%	i	-1%	-6%	22%	-3%	2.9	4	11%
COc1ccc(/C=N/O)cc1COc1ccc(NC(C)=O)cc1	-11%	-10%[57.5 µM]	6%	6%	0%	-6%	-0.7	.	12%
N#Cc1cc(C(=O)c2cc(F)ccc2O)cn(Cc2ccccc2)c1=O	-9%	-24%	9%	-26%	-23%	-7%	4.9	-2	11%
N#C/C(C(=O)NCc1ccccc1)=C1/SC(Cc2ccc(Cl)cc2)C(=O)N1c1ccccc1 (configuration not stated)	-13%	i	7%	-8%	-11%	-4%	0.5	-5	-4%
CCCCC(=O)OCc1nc2ccccc2s1	-3%	i	-1%	7%	4%[0.307 µM]	3%[0.307 µM]	-0.3	3	-4%
COc1cccc(C(=O)NC(c2ccccc2)C2CCCC2)c1 (configuration not stated)	11µM*	-25%	-10%	-4%	12%	-9%	0.9	?	8%
Cc1cc(/C=N/NC(=O)c2ccncc2)c(C)n1-c1cccc(C(F)(F)F)c1	5%	-21%	-2%	-2%	?	9%	0.1	-5	5%
COc1ccc(-n2c(SCc3ccccc3)nc3c([nH]c4ccccc43)c2=O)cc1	.	-18%	.	.	-4%	0%	.	.	-1%
C=CCSc1nc2sc3c(c2c(=O)[nH]1)CCC3	-10%	i	10%	3%	21%	-4%	-0.7	11	1%
Cc1ccc(C(=O)NC(=S)NCC2CCCO2)cc1 (configuration not stated)	-1%	i	-5%	3%	0%	-7%	0.6	4	9%
COc1ccc(NC(=S)NCCCc2ccccc2)cc1	?	i	0%	6%	?	?	1.5	-3	8%
N#C/C(=C/Nc1ccccc1)c1ccsc1	-5%	i	-5%	-21%	?	16%	-0.7	1	12%
COc1ccc(C(=O)N/N=C/c2c[nH]c3ccccc23)cc1	-7%	-18%	-5%	-5%	-4%	-5%	-0.6	-23	4%
COc1ccc([N+](=O)[O-])cc1C(=O)Nc1ccc(Cc2ccncc2)cc1	0%	-8%	7%	-21%	17%	1%	0.4	-2	-2%
N#Cc1c(N)c(C#N)c(-c2ccc(O)cc2)c2c1CCCC2	-7%	-5%	-2%	-21%	-19%	-10%	1.7	-13	6%
Cn1c(Cn2c(=O)sc3ccccc32)nnc1SCC(=O)NC1CCCC1	24µM*	5%	2%	-15%	15%	3%	-0.7	-1	-1%
O=C(Cc1ccc([N+](=O)[O-])cc1)N/N=C/c1cccs1	-7%	-12%	9%	5%	-21%	-10%	-1.8	5	4%
Cc1ccc(Cl)cc1-c1cc(C(=O)NCc2cc(C(F)(F)F)cc(C(F)(F)F)c2)[nH]n1	4%	i	-19%	-24%	?	-17%	-1.0	5	-5%
CCc1nccn1S(=O)(=O)c1ccccc1[N+](=O)[O-]	1%	i	7%	13%	5%	3%	0.4	-2	-4%
Cc1noc(C)c1NC(=O)Nc1ccc2c(c1)C(=O)N([C@H](C)CO)C[C@H](C)[C@@H](CN(C)C(=O)NC1CCCCC1)O2	-20%	-4%	-5%	-16%	12%	16%	1.8	-3	-4%
Cc1nnc(N/N=C/c2ccco2)n1N	-1%	i	8%	3%	45%[activator]	2%	0.4	2	-1%
CN(C)C(=O)CSc1ccccc1C(=O)OCC(=O)NC1CC1	-7%	-21%	1%	0%	3%	-4%	1.7	1	-4%

A portion of the library. The share of hits here may be higher or lower than overall.
